# Bioassay records (PubChem BioAssay)
# Mtb FBA inh: Mtb FBA enzyme inhibitors, primary screen, biochemical, fluorescence, strain H37Rv; purified M. tuberculosis FBA, fluorescence read-out; inhibition, % at 1 µM; 2.3% of 360,000 active; AID 588726, 2011; in the data active means inhibition above about 27%;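 further: 0% = vehicle and 100% = reference inhibitor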
# Anthrax LF inh2: Bacillus anthracis LF protease inhibitors, primary screen, biochemical, multiplex microsphere, MLPCN library | inhibition, % at 10 µM | multiplex microsphere protease cleavage assay | 0.12% of 360,000 active | AID 588501, 2011; further: plate controls were buffer without enzyme for full effect and enzyme alone for no effect
# Target sequence (P15917 whole entry, looked up): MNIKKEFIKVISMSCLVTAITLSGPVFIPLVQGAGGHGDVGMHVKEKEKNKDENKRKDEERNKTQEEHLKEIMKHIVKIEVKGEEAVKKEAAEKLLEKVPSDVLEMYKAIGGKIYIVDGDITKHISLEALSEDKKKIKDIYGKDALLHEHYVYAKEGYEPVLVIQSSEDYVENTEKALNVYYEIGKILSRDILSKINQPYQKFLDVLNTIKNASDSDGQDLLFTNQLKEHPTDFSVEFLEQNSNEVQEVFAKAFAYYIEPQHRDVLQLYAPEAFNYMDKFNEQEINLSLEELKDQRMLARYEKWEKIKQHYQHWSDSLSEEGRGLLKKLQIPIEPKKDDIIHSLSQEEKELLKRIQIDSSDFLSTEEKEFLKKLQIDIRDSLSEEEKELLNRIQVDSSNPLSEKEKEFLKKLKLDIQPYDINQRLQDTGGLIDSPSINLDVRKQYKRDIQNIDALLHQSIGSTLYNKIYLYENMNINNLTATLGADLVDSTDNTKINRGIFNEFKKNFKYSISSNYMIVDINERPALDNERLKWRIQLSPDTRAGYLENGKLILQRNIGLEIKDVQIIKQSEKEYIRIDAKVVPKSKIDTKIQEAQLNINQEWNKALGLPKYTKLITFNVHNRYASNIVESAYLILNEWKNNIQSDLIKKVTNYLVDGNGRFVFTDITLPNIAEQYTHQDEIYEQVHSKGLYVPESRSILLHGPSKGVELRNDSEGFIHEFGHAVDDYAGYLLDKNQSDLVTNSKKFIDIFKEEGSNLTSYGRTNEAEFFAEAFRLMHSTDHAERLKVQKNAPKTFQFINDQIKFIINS
# GDH-TPI counter: GDH-TPI coupling enzyme inhibitors, primary screen, artefact control for M. tuberculosis FBA inhibitor project, biochemical, absorbance, full deck. GDH-TPI coupled enzyme counterscreen, NADH absorbance. inhibition, % at 4.8 µM. 1.2% of 360,000 active. AID 588335, 2011; in the data active means inhibition above about 30%;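 further: 0% = DMSO wells and 100% = wells lacking the enzyme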
# PfHsp40 yeast: rescue of yeast from PfHsp40 toxicity, primary screen, S. cerevisiae, ATP luminescence; 0.68% of 340,000 active; S. cerevisiae expressing PfHsp40, growth rescue; growth rescue, % at 12.5 µM; in the data active means growth rescue above about 28%, passing the limit was not always enough; inconclusive means no clear call, values can overlap the other calls;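 further: yeast W303a lacking pdr1 and pdr3 grown in galactose medium; growth measured after three days at 30 °C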
# BioA inh: M. tuberculosis BioA enzyme inhibitors, primary screen, biochemical, plate reader, single point, HTS; 7,8-diaminopelargonic acid synthase BioA (Mycobacterium tuberculosis); purified M. tuberculosis BioA enzyme; inhibition, % at 9.99 µM; 0.096% of 360,000 active; AID 602481, 2012; in the data active means inhibition above about 40%; inconclusive means no clear call, values can overlap the other calls
# BoNT F protease: BoNT/F light chain protease inhibitors, primary screen, biochemical, flow cytometry, MLPCN library | Multiplex microsphere protease cleavage assay | inhibition, % at 10 µM | 0.22% of 360,000 active | AID 588497, 2011; in the data active means inhibition above about 35%, passing the limit was not always enough; inconclusive means no clear call, values can overlap the other calls; further: plate controls were buffer without enzyme for full effect and enzyme alone for no effect
# FadD28 FP inh: inhibitors of FadD28 bisubstrate probe binding, primary screen, biochemical, fluorescence polarization, single point. 0.22% of 360,000 active. Mycobacterium tuberculosis FadD28 fatty-acid-AMP ligase. inhibition, % at 12.5 µM; in the data active means inhibition above about 8.5%, passing the limit was not always enough; inconclusive means no clear call, values can overlap the other calls
# Mtb UGM inh: M. tuberculosis UGM enzyme inhibitors, primary screen, biochemical, fluorescence polarization, single point. 0.06% of 320,000 active. purified UGM, fluorescence polarization probe displacement. inhibition, % at 10 µM. UDP-galactopyranose mutase (Mycobacterium tuberculosis (strain ATCC 25618 / H37Rv)), …; in the data active means inhibition above about 10%, passing the limit was not always enough; inconclusive means no clear call, values can overlap the other calls
# BoNT-A LC inh2: BoNT/A light chain protease inhibitors, primary screen, biochemical, flow cytometry, MLPCN library | Botulinum neurotoxin type A light chain protease (Clostridium botulinum A str. ATCC 3502) | multiplex microsphere protease substrate cleavage | inhibition, % at 10 µM | 0.17% of 360,000 active; further: plate controls were buffer without enzyme for full effect and enzyme alone for no effect
# The depositor's hits bear a star; ? = inconclusive; / = no result given; + = active, no number. Unless noted, no stated cut-off is given here; in the data, active means inhibition above about 30%; inconclusive means no clear call, values can overlap the other calls; inactive means below that.
SMILES,Mtb FBA inh,Anthrax LF inh2,GDH-TPI counter,PfHsp40 yeast,BioA inh,BoNT F protease,FadD28 FP inh,Mtb UGM inh,BoNT-A LC inh2
C/C(=N\NC(=O)c1ccco1)c1cc(Cl)sc1Cl,-2,-4,4,-1.7,0.8,5,-3.6,1.0,-0.3
Fc1cccc(Nc2cc(-n3cccn3)ncn2)c1,2,-3,-3,1.0,-0.8,20,-1.5,-4.6,2.3
COc1cccc(/C=C/C(=O)OCC(=O)Nc2cc(C(F)(F)F)ccc2Cl)c1,10,-1,8,2.4,-3.6,-4,-1.3,-3.5,0.2
C(#CCN1CCOCC1)COC(c1ccccc1)c1ccccc1,1,-3,12,0.8,0.4,-5,0.9,2.0,-0.3
C[C@H]1CN(CCc2ccccc2)C(=O)[C@@H]1CC(=O)Nc1ccc(Br)cc1,-1,-5,2,/,0.7,-2,-2.5,/,0.2
CCOc1ccc(CN2C(=O)c3ccccc3C2C(=O)NCc2cccnc2)cc1 (configuration not stated),0,-5,13,0.4,/,9,-0.9,1.1,0.2
Cc1c(Cl)cccc1NC(=O)c1cccc(OC(F)F)c1,-1,-1,8,-0.7,0.6,-2,-3.4,-0.7,-0.1
C=CC[C@H](CC(=O)N(CCO)Cc1ccccc1)C(=O)N[C@@H](COC(=O)[C@@H](CC=C)Cc1ccc(F)cc1)Cc1c[nH]c2ccccc12,0,-6,-7,-0.6,-0.9,-4,1.5,-0.6,-0.2
O=C(OCC(=O)N1CCOCC1)c1cc(-c2ccccc2)nc2ccccc12,20,-7,23,-0.1,0.3,2,-2.1,-0.6,0.3
O=C(O)c1cc(-c2ccc3c(c2)OCO3)nc2ccc(Cl)cc12,21,-2,19,-0.3,0.1,9,-2.8,6.4,2.4
COc1cc(C)nc(N(C)C(C)=O)n1,2,-5,-7,-0.7,-0.8,-13,-1.8,1.1,-0.9
N#Cc1ccc(Oc2ccc(S(=O)(=O)N3CCCC3)cn2)cc1,-1,-1,9,3.4,/,-10,-0.7,/,-2.9
N=C1c2c(cc(=O)n3c2[nH]c2ccccc23)CN1CCN1CCOCC1,+,0,12,0.6,-1.5,-30,/,-0.1,0.5
Cn1nnnc1SCC(=O)Nc1ccccc1Br,-2,0,-12,-0.6,0.1,-1,-0.2,6.3,-0.6
O=C(CSc1ncccn1)N1CCCC1,2,1,-7,0.1,0.5,10,-3.5,2.2,0.2
CCCCC(=O)Nc1ccc(S(=O)(=O)Nc2nccc(C)n2)cc1,8,-1,2,-1.6,/,-2,-1.5,1.9,-0.4
N#CC12CCCCC1CC1CCCCC1(C#N)N2Cc1ccccn1 (configuration not stated),1,3,9,0.3,-2.0,17,-4.3,-1.5,0.4
CCN(C(=O)c1c(C)noc1C)c1c(N)n(Cc2ccccc2)c(=O)[nH]c1=O,-1,/,-6,-0.2,-0.1,/,-2.4,1.8,/
O=c1[nH]c2ccccc2c2nc(-c3cccc(S(=O)(=O)N4CCCC4)c3)nn12,2,-4,-4,0.0,16,-2,-0.7,2.3,-0.3
Cc1c(C(=O)N2CCCCC2)oc2ccc(Br)cc12,1,-2,5,7.0,/,-3,-0.9,-3.6,-3.5
COc1ccccc1NS(=O)(=O)c1cc(-c2cnc(C3CC3)o2)ccc1C,1,-1,2,4.2,-0.1,-4,-2.9,5.5,-2.3
O=C(COc1ccc(F)cc1Cl)Nc1cc(S(=O)(=O)N2CCOCC2)ccc1N1CCCCC1,-3,-1,-10,6.9,-2.4,-4,-3.6,4.0,0.1
CN1CCN(c2nc3c(c(=O)n(C)c(=O)n3C)n2CC(N)=O)CC1,4,-5,3,5.7,-0.3,-6,0.2,3.6,0.8
CCOC(=O)Cc1cc(=O)[nH]n(-c2ccccc2)c1=O,1,3,16,3.0,-1.5,-7,-1.5,/,-0.4
O=C(Nc1cccc(C(=O)N2CCCCCC2)c1)c1ccco1,2,-1,8,-2.2,2.3,-32,-3.2,-1.6,0.2
O=C(O)C1Cc2ccccc2CN1C(=O)COc1ccc(Cl)cc1 (configuration not stated),0,0,1,0.0,-1.0,-2,1.1,0.0,-0.3
COc1ccc(CCNC(=O)CC2SC(=NCCc3ccccc3)NC2=O)cc1OC (configuration not stated),-5,0,-2,-1.5,/,-2,-3.8,-0.8,1.1
CC(=O)N=c1scc(-c2ccccc2)n1-c1cccc(O)c1,-3,0,10,1.5,-1.3,12,/,5.6,0.7
O=C(CN1CCc2ccccc2C1)NCc1ccco1,0,-8,-6,0.6,-1.1,3,-3.2,-1.0,3.1
CCN1CCN(C(=O)CN2C(=O)c3cccc4cccc2c34)CC1,5,0,4,0.3,0.7,-4,0.1,-1.2,0.3

# Single records, from the list above. Screens in order: Mtb FBA inh | Anthrax LF inh2 | GDH-TPI counter | PfHsp40 yeast | BioA inh | BoNT F protease | FadD28 FP inh | Mtb UGM inh | BoNT-A LC inh2
# O=C(COc1ccc(F)cc1Cl)Nc1cc(S(=O)(=O)N2CCOCC2)ccc1N1CCCCC1 is listed as -3 | -1 | -10 | 6.9 | -2.4 | -4 | -3.6 | 4.0 | 0.1
# O=C(O)C1Cc2ccccc2CN1C(=O)COc1ccc(Cl)cc1 (configuration not stated) is listed as 0 | 0 | 1 | 0.0 | -1.0 | -2 | 1.1 | 0.0 | -0.3
# O=C(Nc1cccc(C(=O)N2CCCCCC2)c1)c1ccco1 is listed as 2 | -1 | 8 | -2.2 | 2.3 | -32 | -3.2 | -1.6 | 0.2
# CN1CCN(c2nc3c(c(=O)n(C)c(=O)n3C)n2CC(N)=O)CC1 is listed as 4 | -5 | 3 | 5.7 | -0.3 | -6 | 0.2 | 3.6 | 0.8

# (list continues)
SMILES,Mtb FBA inh,Anthrax LF inh2,GDH-TPI counter,PfHsp40 yeast,BioA inh,BoNT F protease,FadD28 FP inh,Mtb UGM inh,BoNT-A LC inh2
Cc1ccc(-n2c(-c3ccco3)nc3c(cnn3-c3ccc(C)cc3)c2=O)cc1,5,-7,8,0.3,-0.5,-4,-1.1,2.1,-0.4
COc1ccccc1CC1CC(=O)N(c2cccc(Cl)c2C)C1=O (configuration not stated),3,-6,5,-0.8,-0.5,1,0.0,0.9,-4.9
Cc1nc2ccc(Nc3nc4cc(S(=O)(=O)N5CCOCC5)ccc4o3)cc2s1,-3,3,6,6.6,-2.4,3,-6.0,-1.4,0.8
CC(OC(=O)CNS(=O)(=O)c1ccc(C#N)cc1)C(=O)Nc1ccc(Cl)cn1 (configuration not stated),-2,1,2,0.0,/,2,-0.9,/,2.4
Cc1ccc(NC2=Nc3ccccc3CC2)cc1,-2,2,-1,0.0,1.5,-15,0.4,-2.7,-0.3
CCOC(=O)c1ccc(NS(=O)(=O)c2ccc3oc(=O)[nH]c3c2)cc1,1,1,4,-0.3,3.2,-8,0.6,1.5,-1.9
COCC1OS(=O)(=O)NC(CC(=O)SC(C)(C)C)C1C (configuration not stated),2,1,-1,-0.4,-0.3,-4,1.5,-2.0,-0.9
CCCCn1c(O)c(C(C)=Nc2ccc(C(=O)O)cc2)c(=O)[nH]c1=O,-2,-3,2,-0.8,-2.0,8,0.0,-1.6,0.4
Cc1cc(C)cc(NC(=O)CCn2cnc3cc(C)c(C)cc32)c1,1,-3,2,-0.6,/,-2,-1.4,-2.3,-1.2
CN(C)CCCN(CCCNC(=O)/C=N/O)Cc1ccccc1,5,-1,2,-1.2,/,1,-1.6,2.5,0.4
CCn1ncc(Br)c1C(=O)Nc1ccc(OC(F)(F)F)cc1,1,2,-1,-1.4,1.2,?,?,0.5,-2.5
COc1cc(OC)cc(-c2c(-c3ccc(C(C)=O)cc3)c3cc(-c4cccc5[nH]ccc45)ccc3n2C)c1,13,-4,36*,-1.2,-0.2,-2,-3.6,3.5,0.9
CSc1nc2c([nH]1)c(=S)n(C)c(=O)n2C,1,-5,34*,2.4,1.5,-2,-0.2,/,-0.1
NC(=O)C1(N2CCCCC2)CCN(C(=S)NC2CCCC2)CC1,-1,-1,9,-1.3,/,2,-1.5,-2.7,0.9
COc1ccc(Cl)cc1NS(=O)(=O)c1cccc(C(=O)N2CC(C)OC(C)C2)c1 (configuration not stated),-2,0,2,-1.1,0.1,1,/,1.6,1.2
Cc1ccc2c(c1)C1CN(C)CCC1N2C(=O)c1cccnc1Cl (configuration not stated),-2,-2,6,0.6,/,-1,-2.8,-0.1,0.0
O=C(c1ccccc1)c1cnc2ccc(Cl)cc2c1N1CCOCC1,0,-4,8,-3.2,2.3,-8,-2.0,-0.7,-0.9
CNC(=O)NC(=O)CN1C(=O)NC2(CCOc3ccccc32)C1=O (configuration not stated),-3,0,0,-0.5,-0.1,0,-1.5,0.4,-0.2
CCN(C(=O)COC(=O)C1CCC(C(C)(C)C)CC1)c1c(N)n(Cc2ccccc2)c(=O)[nH]c1=O (configuration not stated),6,13,5,-1.4,-0.6,-14,-2.3,/,-0.7
CCOC(=O)c1c(-c2ccccc2)csc1/N=C/C1C(=O)CCCC1=O,-1,-3,1,-1.6,/,-20,2.1,1.1,-0.6
CN(C)C(=O)c1cccn1-c1ncc(C(F)(F)F)cc1Cl,6,-4,-4,-0.9,/,4,-3.7,-1.7,-0.4
C=CCC[C@@H](Cc1ccc(F)cc1)C(=O)O[C@H](CNC(=O)[C@H](CC=C)CC(=O)N(CCO)Cc1ccccc1)c1ccccc1,0,0,4,15,-2.0,-4,-2.7,-1.0,-1.2
CCCNC(=O)N1[C@H]2CC[C@@H]1C(C(=O)OC)=C(c1c(C)noc1C)C2,2,-10,3,-1.3,-2.3,-5,-0.3,-1.0,-0.6
CC(=O)N1CCc2cc(S(=O)(=O)CCC(=O)NCc3ccco3)ccc21,0,-1,4,1.0,/,0,-3.9,1.7,0.0
CN(c1ccccc1C(=O)Nc1ccc(F)c(Cl)c1)S(C)(=O)=O,3,1,8,-2.3,-0.4,-1,-4.9,-1.1,0.0
CC1CN(CCCCOc2ccc(F)cc2)CC(C)O1 (configuration not stated),2,0,-1,2.9,/,0,-1.0,-2.1,-0.7
COc1cc(OC)c(OC)cc1/C=N/n1c(C)nnc1C,1,-2,17,-1.0,-1.3,11,0.1,-2.1,0.1
CCCCC(=O)Nc1ccc2c(c1)oc1ccccc12,-6,0,-13,5.1,/,-3,-4.6,2.9,-1.1
O=C(CNc1cccc2ccccc12)N/N=C/C(Br)=C/c1ccccc1,3,-4,25,0.1,-0.5,-2,-2.0,-2.4,0.0
CC1CC2C3CCC4=CC(=O)CCC4(C)C3CCC2(C)C1(O)C(=O)CO (configuration not stated),1,3,7,-2.7,-1.4,8,0.3,/,0.2
C[C@]12C=CC(=O)C=C1CCC1C3CC[C@](O)(C(=O)CO)[C@@]3(C)CC3OC312 (some centres not stated),-5,1,6,0.2,0.7,-3,-2.0,-0.1,0.3
O=C(NN1C(=O)C2C3C=CC(C3)C2C1=O)c1ccncc1 (configuration not stated),1,-1,11,0.9,/,-1,-4.2,-2.0,0.1
N#Cc1ccccc1S(=O)(=O)N1CCN(C(=O)CCc2ccccc2)CC1,0,-4,-5,0.3,-0.9,4,-3.8,2.3,-0.2
COc1ccn(C2CCCCO2)c(=O)n1 (configuration not stated),1,0,-1,1.0,2.4,-9,-1.6,/,-0.6
C[C@@H]1CN([C@@H](C)CO)C(=O)c2cc(NC(=O)Nc3ccccc3)ccc2O[C@@H](C)CCCCO[C@H]1CN(C)C(=O)Nc1ccc(C(F)(F)F)cc1,2,-6,-3,/,-0.7,-8,-11,/,-1.0
Cc1ccccc1OCCNc1cc(N2CCCCC2)ccc1[N+](=O)[O-],-8,-8,4,0.9,-0.2,-2,-0.8,0.3,0.5
